# High-throughput results: PubChem BioAssay, National Center for Advancing Translational Sciences (NCATS)
# BCR signal inh: chronic active BCR signaling inhibition; ABC-DLBCL IkBa-CBG/CBR reporter, luminescence ratio, 4 h; Potency, µM (highest dose often 46.1 µM), for the others: at the top dose ratio change, negative = lower green/red ratio, hits mostly inhibitors; 340,000 compounds, 0.05% hits; AID 493014; active = well fitted inhibition curve with a large enough effect in the signal ratio, with a control signal flat, not every such curve was filed as active; inconclusive = small, poorly fitted or top-dose-only effect, or effect the other way, or a change in a side signal; the % refers to the signal ratio;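 note: potency is the fitted concentration of half-maximal effect; plate controls were basal doxycycline-induced cells for no effect and cells given 10 µM MG132 for full effect; MG132 reads +100%, hits lower the ratio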
#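 TMD8 ABC-DLBCL cells carrying doxycycline-inducible green luciferase fused to IkappaBalpha plus unfused red luciferase were exposed to compounds (up to 46 uM) for 4 hrs at 37C. Activity came from the overlap-corrected green/red luminescence ratio.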
# Integrin act MD: activates integrin-mediated alleviation for muscular dystrophy; alpha7betagal myoblasts, beta-gal FDG fluorescence, 48 h; Potency, µM (top dose mostly 38.3 µM), without a hit: at the top dose activation, usual class: activators; 350,000 compounds, 0.064% hits; AID 624291;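 note: potency is the fitted concentration of half-maximal effect; 100% = response of the positive control SU9516; nearly all actives have a fitted effect of over 60% in size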
#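 alpha7betagal+/- myoblasts (passage 13, 250/well) treated 48 h at 37C with compounds at 1:260 dilution of DMSO stock. Lysed, then beta-galactosidase activity read as FDG fluorescence (ex 480/em 540) after 30 min, with pre-read for autofluorescence.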
# Eya2 phos inh: blocks the phosphatase activity of human Eya2; O00167; recombinant Eya2, OMFP fluorescence dephosphorylation (OMFP is methylfluorescein phosphate); Potency, µM (series often up to 76.9 µM), inactives show at the highest dose activity, negative = inhibition, usual class: inhibitors; 330,000 compounds, 0.006% hits; AID 488837; note: potency is the fitted concentration of half-maximal effect; % is set by controls: 0 for no effect and ±100 for the full control effect
# Target sequence (O00167 whole entry, looked up): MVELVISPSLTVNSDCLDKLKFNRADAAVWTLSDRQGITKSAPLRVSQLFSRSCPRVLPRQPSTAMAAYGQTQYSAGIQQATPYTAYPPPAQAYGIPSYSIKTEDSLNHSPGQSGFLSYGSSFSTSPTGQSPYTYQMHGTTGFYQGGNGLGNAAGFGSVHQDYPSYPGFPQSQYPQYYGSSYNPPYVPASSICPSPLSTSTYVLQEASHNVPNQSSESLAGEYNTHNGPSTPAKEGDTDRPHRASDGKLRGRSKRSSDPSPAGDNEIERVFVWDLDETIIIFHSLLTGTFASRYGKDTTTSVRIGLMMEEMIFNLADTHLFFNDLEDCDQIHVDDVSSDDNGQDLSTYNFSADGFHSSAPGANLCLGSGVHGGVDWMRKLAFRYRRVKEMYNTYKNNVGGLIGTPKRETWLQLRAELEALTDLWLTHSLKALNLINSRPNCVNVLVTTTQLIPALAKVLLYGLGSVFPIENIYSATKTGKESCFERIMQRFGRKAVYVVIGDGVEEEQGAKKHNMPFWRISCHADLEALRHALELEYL
#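 Eya2 (0.2 uM) preincubated 10 min at ambient with compound, then OMFP substrate added at 50 uM; 10 min reaction in 50 mM HEPES pH 7.5, 50 mM NaCl, 5 uM MgCl2, 0.05% BSA, 1 mM DTT. Fluorescence read at Ex 485/Em 525 nm.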
# TCR act: T cell receptor activation; 330,000 tested, under 10 active; Potency, µM (doses to about 9.22 µM), for the others: top-dose activation of IL-2 secretion, most hits filed as activators; AID 504894; primary human leukocytes, anti-CD3, IL-2 HTRF, 48 h; note: % of control where 0% means no effect
#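 HTRF read-out of IL-2 secretion: europium cryptate donor excited at 320nm, d2 acceptor emission at 665nm. Cells were primary human leukocytes incubated 48 hr with compounds and a-CD3 beads, supplying TCR signal only.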
# TSG101-PTAP inh: blocks PTAP/TSG101 interaction to inhibit HIV-1 budding. Q99816. 340,000 tested, under 10 active. Potency, µM (top dose mostly 115 µM), inactives show at the highest dose activity change, negative = inhibition, most hits filed as inhibitors. Fluorescence polarization, FITC-PTAP peptide / Tsg101 binding; active = well fitted inhibition curve with a large enough effect in the main read-out, with a control signal flat, not every such curve was filed as active; inconclusive = small, poorly fitted or top-dose-only effect, or effect the other way, or a change in a side signal; inactive = no such curve, though single readings can be large or run the other way; note: potency is the fitted concentration of half-maximal effect; % of control where 0% means no effect
#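 Steps: Tsg101 binding domain dispensed (10 uM final), compounds pinned in DMSO, FITC-labeled PTAP-motif peptide added (50 nM final); after 20 min binding at room temperature, polarization measured.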
# Tb PFK inh: T. brucei PFK enzyme inhibition; Potency, µM (top dose mostly 57.5 µM), without a hit: at the top dose activity, negative = inhibition, hits mostly inhibitors; T. brucei PFK, ADP-Glo luminescence; 330,000 compounds, 0.17% hits; AID 485367;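 note: potency is the fitted concentration of half-maximal effect; 0% = uninhibited 1x PFK enzyme wells and -100% = no-enzyme wells; nearly all actives have a fitted effect of over 60% in size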
# Target sequence (O15648 whole entry, looked up): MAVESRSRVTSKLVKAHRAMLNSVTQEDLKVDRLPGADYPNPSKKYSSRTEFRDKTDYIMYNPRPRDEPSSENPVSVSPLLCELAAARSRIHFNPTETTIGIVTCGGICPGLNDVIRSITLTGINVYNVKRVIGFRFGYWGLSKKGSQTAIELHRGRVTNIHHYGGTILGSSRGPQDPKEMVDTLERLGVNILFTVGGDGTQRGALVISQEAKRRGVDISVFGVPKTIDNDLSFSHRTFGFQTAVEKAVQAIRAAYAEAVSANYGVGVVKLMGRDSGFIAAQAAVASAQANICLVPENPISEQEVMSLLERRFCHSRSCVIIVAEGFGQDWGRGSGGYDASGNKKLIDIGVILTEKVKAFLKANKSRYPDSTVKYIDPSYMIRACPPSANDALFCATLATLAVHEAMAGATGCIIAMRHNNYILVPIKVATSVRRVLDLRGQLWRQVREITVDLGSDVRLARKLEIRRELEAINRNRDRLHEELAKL
#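 Luminescent ADP detection (ADP-Glo, two-step: ATP depletion then ADP-to-ATP conversion for luciferase) reported PFK activity after 45 min room-temperature reaction of 1.25 nM enzyme with 0.5 mM F6P and 0.1 mM ATP at pH 8.0.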
# TSHR antagonist: human thyrotropin receptor antagonism; P16473; TSHR-expressing cells, TSH-stimulated cAMP HTRF, 2 h; stronger effect = lower value; activity change, negative = inhibition, % at 11.5 µM; 330,000 compounds, 0.2% hits; AID 504810;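 active = activity change below a set negative limit, meaning inhibition stronger than a set level, cut at about -70% in these data; inconclusive = activity change between two set negative limits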; note: % is set by controls: 0 for no effect and ±100 for the full control effect
#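 Antagonism was scored as loss of TSH-driven cAMP in TSHR cells, stimulated with 4nM TSH (EC80) for 2 hours at 37 deg C and detected by homogeneous HTRF competition immunoassay.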
# Mito fusion yeast: mitochondrial division inhibition or fusion activation; Potency, µM (top dose mostly 46.1 µM), for the others: at the top dose growth rescue (activation), hits mostly activators; 320,000 compounds, 0.23% hits; AID 485298; S. cerevisiae fusion-defective mutant growth rescue, CellTiterGlo 48 h;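 note: potency is the fitted concentration of half-maximal effect; % of control where 0% means no effect; nearly all actives have a fitted effect of over 45% in size; temperature-sensitive fusion mutants such as fzo1-1 at 37 °C on non-fermentable ethanol glycerol medium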
#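 Read-out: ATP-based luminescence (CellTiterGlo, 10 min ambient) reporting growth of fusion-defective ts yeast after 48 hours at 37C on glycerol/ethanol YPEG medium in the presence of compound.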
# AT treatment: potential ataxia-telangiectasia treatment | […] A-T fibroblasts, KAP-1 phosphorylation AlphaLISA; neocarzinostatin DNA damage 30 min before lysis | Potency, µM (highest dose often 57.5 µM), for the others: top-dose activation, actives largely listed as activators | 320,000 compounds, 0.19% hits | AID 485349; note: potency is the fitted concentration of half-maximal effect; % of control where 0% means no effect; nearly all actives have a fitted effect of over 45% in size
#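 ATM-like activity read as KAP-1 phosphorylation via AlphaLISA donor/acceptor antibody pairs after lysis and 6 hr at 25C. Cells were ATM-null patient fibroblasts ([…], hTERT), dosed 60 min, then exposed to the DSB inducer NCS for 30 min.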
# ELG1 DNA repair: blocks ELG1-dependent DNA repair in HEK293T cells | AID 504467 | HEK293T ELG1-luciferase reporter, luminescence, 16 h; DNA damage induced by 5-fluorouridine | 330,000 compounds, 2.3% hits | Potency, µM (series often up to 46.1 µM), inactives show at the top dose activity change, negative = inhibition, most hits filed as inhibitors; note: potency is the fitted concentration of half-maximal effect; % is set by controls: 0 for no effect and ±100 for the full control effect; nearly all actives have a fitted effect of over 55% in size
#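 Cells (2,000 per well) received 5-fluorouridine plus test compound or DMSO and were incubated 16 hr at 37 °C, 5% CO2. Luciferase activity was read by luminescence 30 min after ONE-Glo addition; signal suppression marked inhibition of damage-induced ELG1 function.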
# S-ASM inh: human S-ASM enzyme inhibition; 340,000 compounds, 0.006% hits; Potency, µM (doses to about 57.5 µM), for inactives: at the top dose activity change, negative = inhibition, actives largely listed as inhibitors; placental ASM, HMU-PC fluorogenic substrate, 60 min; P17405; note: potency is the fitted concentration of half-maximal effect
#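 qHTS format. ASM enzyme prepared from human placenta hydrolyses the fluorogenic substrate HMU-PC0 (9 uM final) over 60 min at 37 °C after a 10 min compound preincubation.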
# The depositor's hits bear a star; ? = inconclusive; . = not tested or not shown; [ ] = dose if it differs, or a comment. Unless noted, calls come from the whole dose curve; as a rule, active = well fitted curve in the direction sought with a large enough effect; inconclusive = small, poorly fitted or top-dose-only effect, or another doubt; inactive = no such curve, though single readings can be large; an effect the other way counts as inactive or inconclusive.
SMILES,BCR signal inh,Integrin act MD,Eya2 phos inh,TCR act,TSG101-PTAP inh,Tb PFK inh,TSHR antagonist,Mito fusion yeast,AT treatment,ELG1 DNA repair,S-ASM inh
O=C(/C=C1\SC(=O)NC1=O)Nc1ccc(C(=O)O)cc1,?,10%,-8%,5%,-2%,-6%,5,-6%,-5%,3%,-1%
CC(=O)Nc1ccc(C(=O)OCC(=O)Nc2ccc(S(=O)(=O)N3CCOCC3)cc2)cc1,0%,7%,6%,1%[46.1 µM],-1%,-2%,11,.,-15%,7%,-4%
COc1ccc(CCNS(=O)(=O)c2ccc3[nH]c(=O)[nH]c3c2)cc1,-6%,-22%,-5%,4%,1%,-2%,-2,.,1%,0%,-1%
c1ccc(-n2c(-c3ccco3)nnc2-c2ccco2)cc1,-13%,-6%,-9%,0%,-3%,0%,-8,11%,3%,-6%,0%
CC1CCCN(C(=O)C2CCN(S(=O)(=O)c3ccccc3)CC2)C1 (stereo not drawn),3%,2%,-16%,-10%[46.1 µM],0%,7%,-2,.,9%,-8%,2%
O=C(NNc1cccc([N+](=O)[O-])c1)/C(=C\c1cccnc1)NC(=O)c1ccccc1,?,?,2%,-1%,3%,-6%,0,13%,0%,-6%,-7%
Cc1cc2cc(CNC(=O)Nc3ccc(Cl)c(Cl)c3)ccc2n1C,12%,-11%,-10%,2%,-7%,-3%,-7,-2%,8%,-5%,10%
CCc1ccc(C2=NNC(=Nc3c(C)n(C)n(-c4ccccc4)c3=O)SC2)cc1,-1%,-3%,5%,1%,-4%,-22%,10,6%,-2%,11%,-3%
CCn1cc(C(=O)NCCCN2CC(C)CC(C)C2)c(=O)c2cc(S(=O)(=O)N(C)C3CCCCC3)ccc21 (stereo not drawn),7%,18%,8%,-2%,1%,1%,-6,5%,-6%,20%,-5%
c1ccc(-n2nnc3ccccc32)nc1,3%,6%,9%,3%,-3%,-8%,-1,1%,3%,?,2%
Cc1ccc(CC2CC(=O)N(c3cc(C)ccc3C)C2=O)cc1 (stereo not drawn),2%,0%,16%,1%,-3%,-6%,13,1%,7%,-13%,-2%
CC1C(=O)N2CCCc3cc(NC(=O)C(=O)NCCc4ccc(F)cc4)cc1c32 (stereo not drawn),?,-9%,-10%,-3%,-5%,-3%,-13,-1%,5%,?,-5%
O=C(CN1CCN(Cc2ccc(Cl)cc2)CC1)N/N=C/c1ccncc1,-1%,4%,13%,2%[46.1 µM],5%,0%,-2,1%,3%,-12%,5%
Cc1onc(C(=O)Nc2ccc3c(c2)OCO3)c1[N+](=O)[O-],-14%,28%,-10%,5%,-3%,0%,-9,-5%,-7%,?,5%
CC(C(=O)NN)c1ccc([N+](=O)[O-])cc1 (stereo not drawn),-7%,?,-16%,5%,-2%,-19%,-1,1%,-4%,11%,5%
CCOc1ccc(C(=O)CCC(=O)NCC(=O)OCc2ccccc2)cc1OCC,5%,1%,-4%,1%,-1%,-6%,-9,-2%,-2%,14%,3%
COc1ccc(-c2sc3ccc(N4CCOCC4)cc3c2C#CC(C)(C)O)cc1,1%,-8%,-1%,7%,.,1%,3,13%,14%,-14%,41%
Cc1ccc(-c2cc(C(=O)NCCCn3ccnc3)no2)cc1,3%,19%,6%,-3%,0%,1%,8,1%,4%,27%,-3%
C=CCNC(=O)c1cccc(Br)c1,-3%,0%,2%,-5%,-5%,-9%,2,3%,-4%,0%,6%
CC(C)(C)OC(=O)C[C@H]1C/C=C\C[C@@H](CC(=O)N(CCO)Cc2ccccc2)C(=O)N[C@H](Cc2c[nH]c3ccccc23)COC1=O,2%,-24%,6%,-1%,-6%,10%,-5,.,9%,21µM*,-6%
NS(=O)(=O)c1ccc(N2CCOCC2)c(C(=O)NCc2cccs2)c1,9%,1%,6%,-1%[46.1 µM],-2%,-1%,1,.,3%,13%,2%
COc1cc(CCCN2CCNC[C@@H]2Cc2ccc(O)cc2)cc(OC)c1OC,-25%,26%,-6%,0%,-4%,-1%,-3,-6%,3%,?,1%
O=C(Oc1ccc(NC2=NS(=O)(=O)c3ccccc32)cc1)c1cccnc1,0%,-4%,-1%,-22%,-5%,2%,-7,-8%,-1%,10%,-5%
CC(C)(C)c1nnc(NC(=O)CCn2cnc3ccccc3c2=O)s1,?,-30%,2%,-7%,-3%,0%,1,-1%,0%,5%,5%
CC(=O)/C(CN1CCCCC1)=N\O,-1%,5%,-7%,6%,-7%,-2%,14,1%,-2%,5%,2%

# (continued)
SMILES,BCR signal inh,Integrin act MD,Eya2 phos inh,TCR act,TSG101-PTAP inh,Tb PFK inh,TSHR antagonist,Mito fusion yeast,AT treatment,ELG1 DNA repair,S-ASM inh
COCCCNc1nc2ccccc2nc1NS(=O)(=O)c1cc(Cl)ccc1Cl,-3%,-21%,-13%,-1%,-8%,0%,-6,32%,-20%,-18%,-13%
CCCC1(C(=O)O)NC(c2ccccc2O)C2C(=O)N(Cc3ccccc3)C(=O)C21 (stereo not drawn),?,7%,5%,-2%,-5%,0%,3,-5%,1%,5%,-6%
CCc1nnc(NC(=O)CN2CCN(c3ccccc3OC)CC2)s1,?,-24%,-3%,-1%,-7%,-5%,6,3%,-2%,3%,-2%
Cc1ccc(S(=O)(=O)N2CCOCC2)cc1C(=O)N1c2ccccc2Sc2ccccc21,9%,-33%,8%,-2%,0%,2%,-11,9%,1%,?,-1%
COc1ccc(C(=O)NC2=Nc3ccccc3N=C(C)C2c2ccccc2)cc1 (stereo not drawn),?,4%,5%,2%,0%,1%,11,2%,-5%,-20%,-6%
O=[N+]([O-])c1ccc(/C=N/Nc2ncc(-c3ccccc3)cn2)cc1,2%,7%,6%,1%,2%,0%,-5,-6%,1%,-2%,-3%
N#Cc1ccccc1NC(=O)COC(=O)c1ccc(S(=O)(=O)N2CCCC2)cc1,0%,16%,14%,-17%,0%,1%,4,-8%,2%,-3%,1%
Nc1nc(-c2ccccc2)cc(-c2ccccc2)n1,7%,7%,-3%,0%,-4%,2%,-5,1%,-1%,?,-1%
CC(C)(C)c1ccc(Oc2ccc(NC(=O)c3ccco3)cn2)cc1,?,-5%,-1%,-1%,-2%,0%,-36,29%,-1%,-22%,-2%
O=C(Nc1cccc(S(=O)(=O)N2CCOCC2)c1)c1cn(-c2ccccc2)nc1-c1ccc(F)cc1,?,0%,-4%,9%[46.1 µM],-6%,-2%,-10,-4%,5%,?,-3%
COc1ccccc1NC(=O)c1cn(C)c(=O)c2cc(OC)c(OC)cc12,-10%,-21%,7%,3%,-7%,-7%,9,-4%,-4%,?,3%
CCCc1cc(=O)oc2c(CN3CCOCC3)c(O)ccc12,-13%,-22%,-8%,1%,-1%,-4%,-1,25%,11%,-5%,.
Cc1c(C(=O)N2CCCCC2)c(S(=O)(=O)N(C)Cc2ccco2)c(C)n1C,0%,-33%,-2%,1%,2%,-3%,-8,-3%,1%,-4%,-1%
O=C(CCC1CCCCC1)NNC(=O)c1cnccn1,?,-20%,1%,3%[46.1 µM],0%,2%,5,12%,0%,-10%,-2%
O=C(C1CCC(CNc2c(N3CCCCC3)c(=O)c2=O)CC1)N1CCCCC1 (stereo not drawn),-10%,0%,0%,-1%,-4%,2%,-9,-2%,-1%,5%,6%
COc1ccccc1COC(=O)c1cccc(S(=O)(=O)N2CCCC2)c1,-12%,-4%,-22%,0%,1%,3%,-18,29%,15%,-14%,0%
CN(CC(=O)Nc1ccc(F)c(F)c1F)C(=O)Cn1cnc2c1c(=O)n(C)c(=O)n2C,1%,34%,3%,-1%,0%,4%,29,-8%,14%,13%,-2%
COc1ccc(-c2coc3c(CN4CCCCC4C)c(O)ccc3c2=O)cc1 (stereo not drawn),-2%,7%,9%,-6%,0%,-2%,-1,3%,4%,?,149%[activator]
C=CCN(c1ccccc1)S(=O)(=O)c1cccc2cccnc12,-15%,-5%,3%,4%,0%,-1%,-1,-1%,8%,?,-1%
CCOc1ccc(NC(=O)NCc2ccco2)cc1,?,-43%,6%,4%,-1%,0%,-10,-5%,1%,?,3%
